KLF5 inhibitor: kruppel-like factor 5 inhibition | DLD-1 KLF5 promoter-luciferase reporter, luminescence | inhibition, % at 5 µM | actives 0.23% (n = 290,000) | AID 1700;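 active = inhibition above a per-plate limit of that plate's mean compound inhibition plus 3 SD, cut at about 60% in these data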;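 note: 0% = DMSO wells and 100% = LY294002 at 200 µM; higher means less KLF5 promoter-driven luciferase light; inactives centre near -14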
aSyn 5UTR inh: 5' untranslated region of α-synuclein, MLPCN primary screen; alpha-synuclein 5'UTR reporter, inhibitor activity; inhibition, % (tested at 7.5 µM); actives 0.82% (n = 300,000); AID 1813; in the data active = inhibition above about 60%; inconclusive = no clear call, values can overlap the other calls;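 note: H4 neuroglioblastoma cells stably carrying SNCA 5'UTR luciferase fusion; 0% = DMSO wells and 100% = positive control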
TRPC4 agonist: opens the mouse TRPC4 cation channel; Q9QUQ5; HEK293 TRPC4beta/mu-opioid, Fluo4 calcium fluorescence; active compounds read high; B-score at 10 µM; actives 0.49% (n = 310,000); AID 2237;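 active = B-score above 5 SD of library B-scores, and initial fluorescence ratio not above library mean plus 5 SD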;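 note: positive B-score marks a calcium rise read as TRPC4 activation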
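Material: HEK293 stable line with TRPC4beta plus mu-opioid receptor; technique: Fluo4 calcium-sensitive dye fluorescence, kinetic, 1 Hz baseline; timing: Fluo4 dye loading 45 min at room temperature, 110 s recording; controls: assay buffer as low control, maximal DAMGO as high control; read-out: integrated baseline-normalised fluorescence ratio, converted to per-well B score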
HIF activator: HIF pathway transcriptional activation. activation, % at 7.5 µM (by protocol). AID 1910. actives 0.32% (n = 300,000). U2OS HRE-luciferase reporter, luminescence; normalized: DMSO 0%, desferrioxamine 100%;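 active = mean activation of at least 10% of the iron chelator positive control signal, with at least half of replicates also reaching 10%; inconclusive = mean and replicate majority disagree about reaching 10%; inactive = mean and most replicates under 10%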
TRPC6 activator: mouse TRPC6 channel activation. Q61143. HEK293-TRPC6 membrane potential dye fluorescence; active compounds read high. B-score at 10 µM. actives 0.13% (n = 310,000). AID 2550;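 active = B-score of the integrated fluorescence ratio above library mean plus 3 SD, and starting fluorescence ratio within library mean plus 5 SD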;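 note: higher score means more depolarization so channel activation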
Target sequence (Q61143 whole entry, looked up): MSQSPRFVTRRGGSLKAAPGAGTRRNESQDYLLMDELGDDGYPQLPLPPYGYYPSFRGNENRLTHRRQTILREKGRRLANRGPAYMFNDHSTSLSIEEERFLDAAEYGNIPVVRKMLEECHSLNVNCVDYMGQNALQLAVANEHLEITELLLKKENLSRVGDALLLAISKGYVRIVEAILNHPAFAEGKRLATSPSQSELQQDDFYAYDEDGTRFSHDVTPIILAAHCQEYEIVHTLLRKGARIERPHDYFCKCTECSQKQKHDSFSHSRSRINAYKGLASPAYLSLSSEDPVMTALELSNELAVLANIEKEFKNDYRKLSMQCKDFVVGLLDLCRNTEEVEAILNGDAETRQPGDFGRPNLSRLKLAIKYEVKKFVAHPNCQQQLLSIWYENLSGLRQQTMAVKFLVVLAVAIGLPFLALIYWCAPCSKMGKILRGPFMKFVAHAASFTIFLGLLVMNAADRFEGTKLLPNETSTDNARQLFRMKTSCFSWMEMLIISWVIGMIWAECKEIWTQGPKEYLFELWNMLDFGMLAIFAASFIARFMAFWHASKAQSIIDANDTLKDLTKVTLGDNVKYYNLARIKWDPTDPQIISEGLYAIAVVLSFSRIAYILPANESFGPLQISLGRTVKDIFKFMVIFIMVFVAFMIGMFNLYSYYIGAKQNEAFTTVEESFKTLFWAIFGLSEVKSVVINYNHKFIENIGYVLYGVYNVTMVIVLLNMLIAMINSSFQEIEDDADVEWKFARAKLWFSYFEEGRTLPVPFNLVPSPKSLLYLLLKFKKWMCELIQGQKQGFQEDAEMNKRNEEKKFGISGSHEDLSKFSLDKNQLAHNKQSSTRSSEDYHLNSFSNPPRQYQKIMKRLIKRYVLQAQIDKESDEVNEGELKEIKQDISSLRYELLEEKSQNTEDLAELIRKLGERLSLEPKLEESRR
SKKanGAS inh: blocks kanamycin growth of S. pyogenes SKKanGAS strain; BacTiter-Glo, 6 h; inhibition, % at 7.5 µM; actives 1.3% (n = 300,000); AID 1662;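 active = mean replicate score, as percent of positive control median, at least 50; inconclusive = mean below 50 but one replicate at or above 50; inactive = mean and every replicate below 50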;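 note: strain carries kanamycin resistance gene driven by streptokinase promoter and grows in 40 µg/ml kanamycin; loss of luminescence reflects streptokinase promoter inhibition or plain growth inhibition; 0% = median of DMSO wells and 100% = positive control at its reference dose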
TRPC4 inh: TRPC4 (mouse) channel inhibition; B-score at 10 µM; HEK293 TRPC4beta/mu-opioid, DAMGO-evoked Fluo4 calcium flux; active compounds read low; AID 2247; actives 0.39% (n = 300,000);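 active = B-score over 3 SD under the library average, no early fluorescence shift, positive overall ratio signal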
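Test system – stable TRPC4beta/mu-opioid receptor HEK293 cells · Probe or stimulus – DAMGO, a submaximal dose followed by a maximal one · Dosing – one concentration per compound · Signal – Fluo4 calcium fluorescence by kinetic imaging, 5 s 1 Hz baseline · Evaluation – per-well B score of integrated baseline-normalized Fluo4 ratio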
IEC-6 tox: counter-screen for KLF5 inhibitors: cytotoxicity in IEC-6 cells; IEC-6 cytotoxicity, luminescence viability; inhibition, % at 5 µM; actives 0.78% (n = 290,000); AID 1825; in the data active = inhibition above about 22%;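 note: 0% = plate median of test compound wells and 100% = cytotoxic reference compound wells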
TRPC4 potent: allosteric potentiators of mouse TRPC4 channel; HEK293 TRPC4beta/mu-opioid, DAMGO EC20, Fluo-4 Ca2+ flux; active compounds read high; B-score at 10 µM; AID 2227; actives 0.42% (n = 310,000);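 active = B-score of calcium response area above 5 SD of library B-scores, with initial fluorescence ratio within 5 SD of library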;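 note: B-score of integrated fluorescence ratio over time as area under calcium response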
MrgX1 antagonist: blocks BAM8-22 activation of human MrgX1 receptor | B-score at 10 µM | Q96LB2 | MRGX1-HEK293 calcium flux, Fluo-4, BAM8-22 antagonism; active compounds read low | actives 1.3% (n = 310,000);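 active = calcium-response B-score plate-corrected more than 3 library SD below zero, starting fluorescence within 5 deviations, no agonist response on first addition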;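 note: peak minus trough fluorescence over baseline after final BAM8-22 challenge near maximal dose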
TRPC6 inhibitor: inhibitors of mouse TRPC6 channel. Q61143. HEK293-TRPC6, membrane potential dye, ACh-evoked depolarization; active compounds read low. B-score at 10 µM. actives 1.1% (n = 310,000);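 active = B-score under library mean minus 3 SD, initial fluorescence not abnormally high, positive integrated signal ratio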;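 note: B-score derived from integrated fluorescence ratio over the kinetic read; more negative B-score means stronger inhibition of depolarization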
* marks the source's active call; other numbers are inactive results; i = inactive; u = inconclusive; x = no result given.

Each structure is followed by: KLF5 inhibitor | aSyn 5UTR inh | TRPC4 agonist | HIF activator | TRPC6 activator | SKKanGAS inh | TRPC4 inh | IEC-6 tox | TRPC4 potent | MrgX1 antagonist | TRPC6 inhibitor
- CCC(=O)Nc1c(C)nn(C(=O)CC)c1C
→ 9.7 | -7.4 | i | 0.0 | i | -5.0 | i | -3.5 | i | i | i
- COc1ccc(/C=C(\C#N)C(=O)Nc2cc(S(=O)(=O)N3CCOCC3)ccc2N2CCCC2)cc1
→ -19.1 | 2.3 | i | -0.3 | i | 8.4 | i | -2.7 | i | i | i
- O=C(NC(=S)Nc1nc(-c2ccccc2)cs1)c1ccco1
→ -27.7 | -77.0 | i | 0.0 | i | -3.9 | i | 4.7 | i | i | i
- Cc1cc(C)n2c(Nc3ccc4c(c3)OCCO4)c(-c3ccc(C)o3)nc2n1
→ -78.4 | -32.5 | i | 3.1 | i | -1.3 | i | 9.9 | i | i | i
- Cn1c(=O)c([N+](=O)[O-])c(N2CCN(Cc3ccc4c(c3)OCO4)CC2)c2ccccc21
→ -28.4 | 8.8 | i | -0.4 | i | -1.9 | i | -3.4 | i | i | i
- CC(Sc1ccc2c(c1)OCCO2)C(=O)Nc1ccc2c(c1)OCO2 (stereo not drawn)
→ -17.1 | -6.3 | i | 0.6 | i | -6.3 | i | -1.2 | i | i | i
- CCC1C(=O)N=C(SCC(=O)Nc2cccc3ccccc23)NC1=O (stereo not drawn)
→ 5.7 | -15.3 | i | 0.0 | i | 4.5 | i | 3.4 | i | i | i
- COc1ccccc1NC(=O)Nc1cc(C(C)C)ccc1C
→ -4.8 | 18.5 | i | 2.2 | i | -6.5 | i | -1.1 | i | x | i
- O=C(c1ccc(Cl)cc1Cl)N1CCN(c2ccc(N3CCOCC3)nn2)CC1
→ x | 0.5 | i | u | i | -0.8 | i | x | i | i | i
- CCCCCCNc1c([N+](=O)[O-])cc(C)cc1[N+](=O)[O-]
→ 17.6 | -3.6 | i | -0.8 | i | -2.2 | i | 0.9 | i | i | i
- CC(C)[C@@H](C(=O)N[C@@H](Cc1ccccc1)C(=O)O)N1C(=O)N2CCc3c([nH]c4ccccc34)[C@@]2(C)C1=O
→ 12.9 | 11.7 | i | 0.1 | i | -2.0 | i | 2.1 | i | i | i
- COc1ccc(C2C(C(=O)N3CCN(c4ccccc4)CC3)c3ccccc3C(=O)N2C)cc1OC (stereo not drawn)
→ -23.0 | 9.9 | i | -0.2 | i | -1.2 | i | 2.0 | i | i | i
- CC(C)(C)c1csc(SCC(=O)Nc2ccc(Cl)cn2)n1
→ -22.0 | 39.3 | i | -0.5 | i | -6.3 | i | -0.8 | i | i | i
- Cc1ccc(C(=O)NCc2ccc3c(c2)OCO3)cc1C
→ -45.5 | -36.8 | i | -1.4 | i | 5.7 | i | 3.0 | i | i | i
- CN(Cc1cc2cc(F)ccc2[nH]1)Cc1nc(-c2cnccn2)no1
→ -32.4 | -9.4 | i | -0.7 | i | -4.7 | i | -1.9 | i | i | i
- O=C(NCc1cccs1)c1cnc2ccccn2c1=O
→ 9.3 | -21.3 | i | 0.2 | i | -2.2 | i | 0.4 | i | i | i
- Cc1cc(C)nc(SC2=CS(=O)(=O)c3ccccc32)n1
→ -5.1 | -120.0 | i | 5.6 | i | -0.3 | i | -1.9 | i | i | i
- O=C1CC(c2ccccc2)CC(O)=C1C=NCCN1CCN(Cc2ccccc2)CC1 (stereo not drawn)
→ -29.4 | -14.9 | i | -0.2 | i | 2.7 | i | -0.4 | i | i | i
- CNC(=O)c1oc(-c2ccc(Cl)cc2)nc1C
→ -8.8 | -3.7 | i | 0.5 | i | -2.7 | i | 1.9 | i | i | i
- Cc1cc(C(=O)NC2CCCC2)on1
→ -16.2 | 15.5 | i | -0.1 | i | -3.2 | i | 3.0 | i | i | i
- COc1ccc(-c2cc(C(=O)NC(C)C)no2)cc1
→ -120.6 | -70.7 | i | 1.3 | i | 1.5 | i | 1.7 | i | i | i
- CC(C)[C@H](NC(=O)c1ccco1)C(=O)OCC(=O)NC12CC3CC(CC(C3)C1)C2
→ -1.2 | 17.2 | i | -0.6 | i | -0.4 | i | -5.7 | i | i | i
- CCCCC(=O)Nc1ccccc1C(=O)OCC(=O)c1ccc2c(c1)OCCO2
→ -9.8 | -25.1 | i | 2.4 | i | -4.0 | i | -0.7 | i | i | i
- Cc1n[nH]c(=S)n1/N=C/c1cccc(OCc2ccccc2)c1
→ -28.3 | -16.4 | i | -0.1 | i | -7.1 | i | 8.5 | i | i | i
- CCN1CCN(c2nc(N)c([N+](=O)[O-])c(Nc3ccc(C)cc3)n2)CC1
→ 12.1 | 15.6 | i | 0.3 | i | -3.2 | i | -7.5 | 17* | i | i
- CC(C)CCNC(=O)CN(Cc1ccco1)C(=O)CCC(=O)Nc1nccs1
→ -5.1 | -13.6 | i | -0.5 | i | 3.0 | i | -0.8 | i | i | i
- CN(C(=O)CSc1nc(-c2ccccc2)cs1)C1CCS(=O)(=O)C1 (stereo not drawn)
→ -51.7 | -13.0 | i | 0.1 | i | -0.2 | i | -0.5 | i | i | i
- COc1cc(OC)cc(C(=O)NC(=S)NCCc2ccccc2)c1
→ 4.8 | -22.4 | i | 0.6 | i | -3.8 | i | 4.0 | i | i | i
- COc1ccc(C(C)C)cc1S(=O)(=O)N1CCC(C(=O)NCC2CCCO2)CC1 (stereo not drawn)
→ -26.5 | 9.3 | i | 0.5 | i | -1.9 | i | -1.7 | i | i | i
- O=C(CN(c1ccccc1)S(=O)(=O)c1ccccc1)NCCSc1nc2ccccc2s1
→ -10.7 | 8.7 | i | 0.0 | i | 20.6 | i | -7.9 | i | i | i
- COc1ccc2cc3cc(C(=O)NC(C)C)oc3nc2c1
→ -156.8 | -142.0 | i | 2.5 | i | -3.5 | i | 0.7 | i | i | i
- CC1C/C(=N\NC(N)=S)c2cc(Cl)ccc2S1 (stereo not drawn)
→ 0.8 | -8.0 | i | -0.1 | i | 19.6 | i | 4.8 | i | i | i
- O=c1[nH]c(=O)n(Cc2ccccc2)c2nc(-c3ccco3)cc(C(F)(F)F)c12
→ -17.2 | 28.2 | i | 0.2 | i | 3.3 | i | -0.8 | i | i | i
- COC(=O)c1c(NC(=O)C(=O)N2CCOCC2)sc2c1CCC2
→ 2.1 | -12.9 | i | 0.2 | i | 6.4 | i | 10.5 | i | i | i
- O=C(Cc1cccs1)N/N=C/c1ccccn1
→ -13.9 | -25.3 | i | 0.3 | i | 10.1 | i | 3.4 | i | i | i
- COc1ccc(CCNC(=O)COC(=O)c2ccccc2NCCO)cc1OC
→ x | 2.0 | i | -0.3 | i | 11.0 | i | x | i | i | i
- CCCn1c(=S)[nH]c2cc(C(=O)N3CCc4ccccc4C3)ccc2c1=O
→ -38.4 | 1.4 | i | 0.0 | i | -1.3 | i | 1.4 | i | i | i
- CCc1ccccc1NS(=O)(=O)c1ccc(OC)c2ncccc12
→ -21.6 | -0.4 | i | 0.7 | i | 0.0 | i | 10.7 | i | i | i
- COC(=O)c1ccc(CN2C(=O)NC3(CCC(C)CC3)C2=O)o1 (stereo not drawn)
→ -20.2 | 6.1 | i | -0.3 | i | 6.1 | i | -2.8 | i | i | i
- Cc1ccc(NC(=O)CCC(=O)NNC(=O)Cc2ccccc2)cc1C
→ -25.7 | -20.3 | i | -0.1 | i | -16.8 | i | 1.6 | i | i | i
- CCCC(=O)NC(=S)Nc1cccc(Cl)c1N1CCCC1
→ -2.0 | 31.0 | i | -1.0 | i | 38.1 | i | 4.5 | i | i | i
- Cc1ccc(OCCSc2nc3ncnc(N)c3[nH]2)cc1
→ -14.1 | 1.0 | i | -0.9 | i | -8.1 | i | 0.9 | i | i | i
- O=C(Nc1ccc(F)cc1)c1cccnc1NCCc1ccccc1
→ 12.6 | 3.3 | i | -0.7 | i | -4.1 | i | -0.3 | i | i | i
- CC(=O)c1ccc(OC(=O)C2CC(=O)N(c3cccc(C)c3)C2)cc1 (stereo not drawn)
→ 4.9 | 26.9 | i | -0.1 | i | -0.3 | i | -3.7 | i | i | i
- C=CCOC(=O)C1=C(C)NC(SCC(=O)Nc2ccccc2)=C(C#N)C1c1ccco1 (stereo not drawn)
→ -6.6 | -7.3 | i | -0.1 | i | 0.9 | i | -6.7 | i | i | i
- O=S(=O)(c1ccc(Cl)c(F)c1)N1CCC(c2nc(-c3ccncc3)no2)CC1
→ 15.1 | 20.0 | i | 0.1 | i | 4.8 | i | 1.8 | i | i | i
- CCCCn1c(N)c(N(CC(C)C)C(=O)C2CCN(C(=O)c3ccc(F)cc3)CC2)c(=O)[nH]c1=O
→ -5.8 | -10.6 | i | 0.0 | i | -8.2 | i | 0.1 | i | i | i
- O=C(NC1CC2CCCC(C1)N2Cc1cccs1)c1ccc([N+](=O)[O-])cc1 (stereo not drawn)
→ 4.7 | 1.0 | i | -0.1 | i | 1.3 | x | 1.2 | i | i | i
- CCC(=O)NC(=S)NNC(=O)COc1ccc(Br)cc1
→ -11.4 | 2.4 | i | -0.1 | i | 31.4 | i | 0.4 | i | i | i
- COC(=O)Cc1ccc(O)c(N)c1
→ -34.1 | -11.2 | i | 0.2 | i | 0.0 | i | -0.8 | i | i | i
- Cc1nn(C)c(C(=O)N/N=C/c2ccncc2)c1Cl
→ -0.9 | -4.2 | i | 0.1 | i | 1.8 | i | 1.5 | i | i | i
- CS(=O)(=O)N(Cc1ccccc1)c1ccc(C(=O)N2CCOCC2)cc1
→ -1.9 | 2.5 | i | -0.5 | i | -9.3 | i | -2.2 | i | i | i
- N=c1c(C(=O)NC2CCCCC2)cc2c(=O)n3ccccc3nc2n1Cc1ccco1
→ 2.6 | -27.9 | i | 0.0 | i | 4.8 | i | 41.8* | i | i | i
- COc1cc(CN2CC(C)OC(C)C2)cc(OC)c1 (stereo not drawn)
→ -12.6 | -9.0 | i | -0.1 | i | -10.5 | i | -3.9 | i | i | i
- O=C(Nc1ccc(S(=O)(=O)Nc2ncccn2)cc1)c1ccc(Br)o1
→ -6.2 | 10.4 | i | -5.5 | i | 1.6 | i | -2.6 | i | i | i
- C=CCn1c(O)c(N=NC(=O)CNC(=O)/C=C/c2ccc(OC)cc2)c2ccccc21
→ -14.1 | 2.8 | i | -0.3 | i | 3.4 | i | -3.4 | i | i | i
